From PubChem
G9a inh – blocks human histone lysine methyltransferase G9a; Potency, µM (top dose mostly 102 µM), for inactives: at the highest dose activity, negative = inhibition, hits mostly inhibitors; hit rate 8.8% among 350,000; G9a H3K9 monomethylation, AlphaScreen, 2 h; AID 504332; also: potency is read from the fitted curve at half-maximal effect; % is scaled to controls: 0 for no effect and ±100 for the full control effect; nearly all actives have a fitted effect of over 75% in size
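Using a bead-based AlphaScreen, monomethylated H3K9 product from 2 h room-temperature reactions (G9a 20 nM, peptide 500 nM, SAM 20 uM) was detected with 0.5 ug/mL rabbit anti-H3K9me1 antibody.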
HP1b binding inh – inhibitors of HP1-beta chromodomain binding to methylated histone tails; P83916; AlphaScreen HP1-beta / biotin-H3K9me3 peptide binding; Potency, µM (series often up to 114 µM), for inactives: at the top dose activity change, negative = inhibition, hits mostly inhibitors; hit rate 0.56% among 390,000; AID 540317; also: potency is read from the fitted curve at half-maximal effect; nearly all actives have a fitted effect of over 70% in size; inactives centre near 23
Target sequence (P83916 whole entry, looked up): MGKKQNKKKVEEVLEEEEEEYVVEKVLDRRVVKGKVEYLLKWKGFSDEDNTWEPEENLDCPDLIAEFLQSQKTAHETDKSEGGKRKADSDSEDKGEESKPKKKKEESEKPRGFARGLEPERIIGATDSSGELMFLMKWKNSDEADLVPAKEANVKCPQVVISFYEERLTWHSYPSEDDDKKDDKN
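HP1-beta protein (50 nM final) preincubated 30 min at room temperature with biotinylated H3(1-18)K9me3 peptide (50 nM) in PBS pH 7.4, 0.01% Tween-20, then compound added for 30 min. AlphaScreen streptavidin donor/nickel chelate acceptor beads (10 ug/mL final), 30 min dark, luminescence read.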
BAZ2B block – blocks human BAZ2B; hit rate 4.4% among 360,000; AlphaScreen BAZ2B-H3K14Ac peptide displacement; AID 504333; Potency, µM (doses to about 114 µM), without a hit: top-dose activity change, negative = inhibition, actives largely listed as inhibitors; also: potency is read from the fitted curve at half-maximal effect; % is scaled to controls: 0 for no effect and ±100 for the full control effect; nearly all actives have a fitted effect of over 60% in size
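Inhibition is scored as reduced AlphaScreen emission. The BAZ2B/b-H3(5-23)K14Ac complex (50 nM each) in PBS pH 7.4, 0.01% Tween-20 meets compound (up to 110 uM) for 30 min at RT before bead addition.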
POLH inh – DNA polymerase eta (human) inhibition | recombinant Pol eta, fluorescent DNA replication assay | hit rate 1.2% among 390,000 | Q9Y253 | Potency, µM (doses to about 114 µM), for the others: at the top dose activity change, negative = inhibition, most hits filed as inhibitors; also: potency is read from the fitted curve at half-maximal effect; % is scaled to controls: 0 for no effect and ±100 for the full control effect
Target sequence (Q9Y253 whole entry, looked up): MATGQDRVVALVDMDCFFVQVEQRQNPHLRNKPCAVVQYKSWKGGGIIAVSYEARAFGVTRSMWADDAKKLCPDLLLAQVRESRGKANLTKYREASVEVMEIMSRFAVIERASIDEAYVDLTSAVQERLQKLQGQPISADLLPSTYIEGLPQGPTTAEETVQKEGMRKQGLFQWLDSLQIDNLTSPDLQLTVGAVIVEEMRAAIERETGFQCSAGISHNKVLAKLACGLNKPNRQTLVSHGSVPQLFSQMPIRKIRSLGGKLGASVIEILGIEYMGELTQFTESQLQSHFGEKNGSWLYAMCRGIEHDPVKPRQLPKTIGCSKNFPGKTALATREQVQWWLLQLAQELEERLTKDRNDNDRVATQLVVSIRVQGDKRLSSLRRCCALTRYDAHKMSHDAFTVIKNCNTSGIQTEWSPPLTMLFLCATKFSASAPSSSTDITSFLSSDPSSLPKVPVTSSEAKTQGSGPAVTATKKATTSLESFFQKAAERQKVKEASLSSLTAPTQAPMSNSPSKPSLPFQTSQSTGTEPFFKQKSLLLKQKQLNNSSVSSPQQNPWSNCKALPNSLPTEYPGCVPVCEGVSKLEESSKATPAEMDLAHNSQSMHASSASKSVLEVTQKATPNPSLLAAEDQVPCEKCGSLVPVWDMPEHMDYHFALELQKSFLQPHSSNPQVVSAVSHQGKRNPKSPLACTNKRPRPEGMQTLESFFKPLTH
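Pol eta at 10 nM preincubated with compounds 15 min at room temperature; reaction started with fluorescent substrate (50 nM final) and read kinetically at 0 and 10 min.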
PI4K2A inh – blocks human PI4K2A kinase activity. hit rate 0.13% among 420,000. Q9BTU6. activity change, negative = inhibition, % at 76.9 µM. purified PI4K2A, ADP-Glo luminescence, 1 h; hits give low values; in the data active = activity change below about -50%; inconclusive = mostly about -30% to -49%;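 also: -100% = wells without enzyme as full effect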
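ADP-Glo luminescence measured ADP generated by PI4K2A enzyme (4 ug/mL before mixing) with 1.2 mM PI substrate (pre-mix) and 300 microM ATP (pre-mix). Tris pH7.5 buffer with MgCl2, Triton X-100; 1 h reaction at ambient temperature.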
GLS inhibitor – blocks human kidney-isoform glutaminase activity; O94925; GLS enzymatic activity, qHTS titration; Potency, µM (highest dose often 45.5 µM), for the others: at the top dose activity change, negative = inhibition, usual class: inhibitors; hit rate 0.21% among 410,000; AID 624170; also: potency is read from the fitted curve at half-maximal effect; % is scaled to controls: 0 for no effect and ±100 for the full control effect
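Two-point fluorescence kinetic (t0, 30 min RT) for hKGA; glutamate detected via glutamate oxidase–HRP–Amplex Red. Substrate: 1 mM L-glutamine solution; buffer 45 mM KH2PO4, pH 8.2.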
Pin1 inhibitor – blocks the human prolyl isomerase Pin1; Q13526; Potency, µM (highest dose often 115 µM), without a hit: at the top dose activity, negative = inhibition, actives largely listed as inhibitors; hit rate 0.009% among 390,000; Pin1 FP peptide displacement, HiFluor488, 10 min; AID 504891; active = well fitted inhibition curve with a large enough effect in the polarisation, with a control signal flat, not every such curve was filed as active; inconclusive = small, poorly fitted or top-dose-only effect, or effect the other way, or a change in a side signal; inactive = no such curve, though single readings can be large or run the other way; the % refers to the polarisation; also: potency is read from the fitted curve at half-maximal effect; % is scaled to controls: 0 for no effect and ±100 for the full control effect
Tb PGK inh – T. brucei PGK inhibition; PGK/GAPDH coupled, Kinase-Glo luminescence, 60 min; Potency, µM (top dose mostly 57.5 µM), for inactives: at the highest dose activity change, negative = inhibition, actives largely listed as inhibitors; P07378; AID 602233; hit rate 0.043% among 380,000; also: potency is read from the fitted curve at half-maximal effect; % is scaled to controls: 0 for no effect and ±100 for the full control effect; nearly all actives have a fitted effect of over 60% in size
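Luminescent ATP detection (Kinase-Glo Plus) follows a 60-minute room-temperature incubation, with wells lacking PGK as controls. Buffer: 100 mM TEA (pH 7.6), 5 mM MgCl2, 0.01% Tween-20. Coupling enzyme GAPDH (100 nM final) supplies unstable 1,3-BPG in-well.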
JMJD2A Tudor inh – blocks the human JMJD2A Tudor domain; hit rate 4.4% among 390,000; O75164; Potency, µM (titrated, usually from 114 µM), without a hit: top-dose activity change, negative = inhibition, usual class: inhibitors; AlphaScreen JMJD2A-Tudor / H3K4me3 peptide binding; AID 504339; also: potency is read from the fitted curve at half-maximal effect; % is scaled to controls: 0 for no effect and ±100 for the full control effect; nearly all actives have a fitted effect of over 50% in size
* = called active by the depositor; i = inactive; ? = inconclusive; . = no result given; [ ] = dose if it differs, or a comment. Unless noted, calls follow the shape of the dose curve; as a rule, active = well fitted curve in the direction sought with a large enough effect; inconclusive = small, poorly fitted or top-dose-only effect, or another doubt; inactive = no such curve, though single readings can be large; an effect the other way counts as inactive or inconclusive. This is a subset; count on the stated rates, not on these rows.

G9a inh,HP1b binding inh,BAZ2B block,POLH inh,PI4K2A inh,GLS inhibitor,Pin1 inhibitor,Tb PGK inh,JMJD2A Tudor inh,molecule
.,8%,?,-18%,1,-5%,3%,-6%,?,S=c1[nH]nc(Cc2ccc(Cl)cc2)n1-c1ccc2c(c1)OCCO2
.,29%,.,-13%,1,-4%,1%,6%,-14%,CC(C)(C)OC(=O)N1CCN(C(=O)OCC2c3ccccc3-c3ccccc32)CC1C(=O)O (stereo not given)
-50%,14%,-30%,9%,7,7%,3%,0%,-12%,O=C(NCc1ccco1)c1scc2c1OCCO2
-3%,-6%,-2%,-4%,4,7%,-1%,0%,-8%,CCOC(=O)C1CCCN(CC(O)COCc2ccccc2OC)C1 (stereo not given)
?,0%,-27%,-18%,-2,4%,4%,4%,?,CCOC(=O)c1nnc(-c2ccc(C)cc2)nc1Sc1ccccc1Cl
-6%,13%,-21%,-2%,-3,17%,0%,-7%,-11%,Cn1c(O)c(N=NC(=O)CNC(=O)c2ccccc2)c2ccccc21
50µM*,8%,50µM*,-16%,-6,1%,?,-3%[11.5 µM],-30%,COc1ccccc1C(=O)Nc1ncc2c(n1)CC(c1ccco1)CC2=O (stereo not given)
-3%,16%,-3%,-6%,0,-4%,2%,i,-15%,O=C(O)COCC(=O)NCc1nc(-c2ccc(C(F)(F)F)cc2)no1
-3%[59 µM],78%[activator],-12%,-14%,0,-6%,7%,-1%,-16%,O=C(/C=N/NC(=O)c1ccccc1Br)c1ccccc1
?,41%[activator],?,-4%,-3,14%,5%,-6%,-6%,CCN(CC)c1ccc(S(=O)(=O)N2CCOCC2)cc1NC(=O)CSc1nnc(N)s1
-29%,10%,-6%,-16%,0,5%,-4%,-7%,-11%[11.4 µM],CCN(CC)CCNC(=O)Cn1nc(Cc2ccccc2)c2ccccc2c1=O
-4%[59 µM],13%,7%,-1%,6,0%,1%,i,-9%,COC(=O)Nc1ccc(S(=O)(=O)N2CCCC(C(=O)NC3CCS(=O)(=O)C3)C2)cc1 (stereo not given)
-2%,63%[activator],-13%,5%,0,-10%,0%,2%,-5%[11.4 µM],COc1ccc(CCNC(=O)CSc2nnc3ccc(-c4cccnc4)nn23)cc1
-7%,11%,-18%[57.1 µM],-2%,2,-6%,2%,i,-7%,C/C(=N/NC(=O)c1nnn(-c2nonc2N)c1COc1ccccc1)c1ccccc1
7%[59 µM],17%[57 µM],-4%,-24%,8,-9%,-5%,-9%,-18%,COCCNC(=O)CCc1c(C)n(C)c2cc(-c3cc(OC)c(OC)c(OC)c3)nn2c1=O
45µM*,-2%,-31%,-4%,1,-20%,5%,-5%,?,CSc1nc2ccc(NC(=O)C3=NN(c4ccccc4)C(=O)CC3)cc2s1
?,-5%,-26%,-22%,4,4%,-3%,i,?,CSCCNCc1cn(-c2ccc(F)cc2F)nc1-c1ccccc1C
14µM*,39%,3%,-8%,6,24%,?,-5%,-34%,CN(C)C/C(Cl)=C(\Cl)c1ccccc1
12%[59 µM],20%,1%,-3%,-5,10%,2%,-1%,-14%,Cc1cc(O)c(C(C)C)cc1NC1=NS(=O)(=O)c2ccccc21
11%[59 µM],18%,-3%,-8%,-7,2%,-8%,-9%,-29%,CC(C)n1nc(C(=O)Nc2ccc3c(c2)OCO3)c2ccccc2c1=O
15%[59 µM],1%,8%,-20%,0,7%,-3%,i,-13%,CCCn1c(=O)n(C)c(=O)c2c(SCC(=O)NC34CC5CC(CC(C5)C3)C4)nc(CC(C)C)nc21
.,78%[activator],33%,-19%,-1,2%,8%,i,5%,Cc1ccc(C)c(OCCC(=O)NCCc2ccc(Cl)cc2)c1
0%[12.7 µM],68%[activator],0%,2%,2,-1%,7%,i,-12%,O=C(CCCn1nnnc1CN1CCOCC1)N1CCC(c2ccccc2F)C1 (stereo not given)
17%,41%[activator],6%,-18%,4,-7%,-1%,-4%,-12%,C=CC(=O)NC1CC2CCC1(C)C2(C)C (stereo not given)
40µM*,-2%,-1%,8%,-2,0%,1%,-5%,-6%,CCS(=O)(=O)c1ccccc1C(=O)NC1CCCc2ccccc21 (stereo not given)
7%[59 µM],18%[57 µM],-4%,-8%,-1,-4%,-2%,i,-5%,Cc1ccc(N2CCN(C(=O)c3cnc(N4CCCCC4)c4ccccc34)CC2)c(C)c1
2%[59 µM],29%,-17%,-27%,-1,-2%,?,5%,-12%,Cc1c(C(=O)N(C)C)sc2c1c(=O)n(-c1ccccc1C(F)(F)F)c(=O)n2Cc1cccc(F)c1
-11%,45%[activator],8%,-8%,0,-2%,-4%,-7%,-8%,O=C(Cn1nc(Cc2cccnc2)c2ccccc2c1=O)N1CCN(C(=O)c2ccco2)CC1
?,14%,?,-8%,4,44%[activator],7%,4%,-18%,COc1ccc(CC(=O)c2c(O)cc(O)cc2O)cc1OC
-9%,14%,0%,-6%,2,0%,6%,-4%,-18%,Cc1ccc(/C=C2/NC(=O)[C@H](C)NC2=O)cc1
-26%,23%,4%,?,-4,0%,14%,6%,-22%,COc1ccc(-c2nc(Cn3c(SCc4ccccc4F)nc4ccncc43)c(C)o2)cc1
?,?,-15%,4%,6,10%,-4%,-1%,3.2µM*,c1ccc(-c2ccccc2OCCOCCN2CCCCC2)cc1
-24%[59 µM],32%,-13%,-9%,-1,-4%,0%,-6%,-18%,CCOC(=O)c1ccc(NC(=O)CC2C(=O)N(c3ccccc3)C(=O)N2C2CCCCC2)cc1 (stereo not given)
50µM*,-16%[57 µM],?,?,4,1%,-4%,0%,45µM*,CC1=CC(C)(C)n2c(O)c(N=N)c3c(C)ccc1c32
46%[activator],313%[activator],26%,-15%,-4,3%,9%,i,174%[activator],Cc1ccccc1-c1noc(-c2cccs2)n1
.,19%,-4%,5%,1,-18%,-8%,3%,-10%,NC(=O)c1sc2cc(C(F)(F)F)cnc2c1-c1ccccc1
?,-12%,?,-9%,1,-4%,-4%,6%,-34%,Cc1[nH]c2ccccc2c1SCc1nnc(SCc2ccc(Cl)cc2)n1C
-15%,45%[activator],-25%,-14%,-6,-1%,-3%,-3%,4%,CC(=O)N1c2ccc(S(=O)(=O)N3CCC(C(=O)Nc4ccccn4)CC3)cc2CC1C (stereo not given)
45%[12.7 µM],22%,1%,-9%,4,7%,-7%,-1%,9%,Cc1sc2nc(C(C)C)oc(=O)c2c1C
.,51%,.,-18%,0,-4%,?,4%,?,COc1ccc(CNS(=O)(=O)c2ccc(N3CCCC3)cc2Br)cc1
264%[activator],215%[activator],83%[activator],-13%,-8,0%,44%[activator],-2%,142%[activator],O=Cc1ccc(N2N=C(c3ccccc3)CC2c2ccccc2)cc1 (stereo not given)
20%,22%,-23%,-16%,-6,-3%,2%,-1%,-18%,Cc1ncoc1C(=O)N1CCCC(C(=O)Nc2cccc(-c3ccc(F)cc3)c2)C1 (stereo not given)
3.5µM*,5%,-25%,0%,-11,18%,2%,i,45µM*,O=[N+]([O-])c1ccc(OCc2n[nH]c(=S)n2-c2ccccc2)cc1
.,33%,.,0%,2,15%,-5%,-5%,-16%,O=C(NN1CCOCC1)c1c(-c2ccccc2)sc2ccccc12
?,-16%,45µM*,-26%,-4,0%,?,0%,?,Fc1ccc(-c2nc(-c3cccs3)[nH]c2-c2ccc(F)cc2)cc1
-47%,-14%,0%,-18%,-3,-6%,4%,-6%,-32%,CC(Nc1nc(N2CCNCC2)nc2ccccc12)c1ccccc1 (stereo not given)
4%[12.7 µM],27%,-3%,-1%,-5,0%,0%,.,-12%,COc1ccc(S(=O)(=O)N2CCOCC2)cc1C(=O)Nc1nc2ccccc2s1
-10%[59 µM],26%,-8%,-12%,1,5%,-5%,6%,3%[57.1 µM],CCc1nnc(SCC(=O)NC2CCCCC2)nc1CC
-28%[59 µM],20%,?,-26%,-13,-10%,5%,18%,-12%,Cc1cc(C)cc(NC(=O)CSCc2cnn(-c3ccccc3)c2-n2cccc2)c1
-40%[59 µM],20%,-29%,-26%,4,-2%,15%,-6%,-32%,CCc1ccc(NC(=O)CSc2nnc(-c3cc4occc4n3C)n2-c2ccccc2C)cc1
?,-4%,3%,-5%,-4,-11%,-2%,i,-12%,Cc1ccc(S(=O)(=O)N2CCC(C(=O)Nc3nnc(C)s3)CC2)cc1

Sorted by number of heavy atoms (rising): 3 of the compounds above.
G9a inh,HP1b binding inh,BAZ2B block,POLH inh,PI4K2A inh,GLS inhibitor,Pin1 inhibitor,Tb PGK inh,JMJD2A Tudor inh,molecule
-47%,-14%,0%,-18%,-3,-6%,4%,-6%,-32%,CC(Nc1nc(N2CCNCC2)nc2ccccc12)c1ccccc1 (stereo not given)
4%[12.7 µM],27%,-3%,-1%,-5,0%,0%,.,-12%,COc1ccc(S(=O)(=O)N2CCOCC2)cc1C(=O)Nc1nc2ccccc2s1
-28%[59 µM],20%,?,-26%,-13,-10%,5%,18%,-12%,Cc1cc(C)cc(NC(=O)CSCc2cnn(-c3ccccc3)c2-n2cccc2)c1
